Compound activity: PubChem, National Center for Advancing Translational Sciences (NCATS)
NPC1 promoter act: activators of NPC1 promoter; Huh7 NPC1 promoter luciferase reporter, 24 h; Potency, µM (top dose mostly 9.22 µM), without a hit: at the highest dose activation, hits mostly activators; actives 2.4% (n = 320,000); AID 485313;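 also: % of control where 0% means no effect; nearly all actives have a fitted effect of over 60% in size; reporter is driven by a mutant NPC1 promoter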
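Stably transfected Huh7 (NPC1 promoter→luciferase), 1500 cells/well in Opti-MEM + 10% FBS, 2 h settle, then compound 24 h at 37 °C. Luminescence after 10 min with Amplite reagent.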
MBNL1-CUG inh: inhibitors of human MBNL1 binding to CUG repeat RNA; Q9NR56; TR-FRET MBNL1-His/biotin-(CUG)12 binding, 665/545 ratio; Potency, µM (series often up to 57.5 µM), inactives show at the highest dose activity change, negative = inhibition, usual class: inhibitors; actives 0.036% (n = 280,000); AID 2675; active = well fitted inhibition curve with a large enough effect in the signal ratio, with a control signal flat, not every such curve was filed as active; inconclusive = small, poorly fitted or top-dose-only effect, or effect the other way, or a change in a side signal; inactive = no such curve, though single readings can be large or run the other way; the % refers to the signal ratio; also: % is scaled to controls: 0 for no effect and ±100 for the full control effect
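Ratiometric TR-FRET (665 over 545 nm, excitation 340 nm) tracks disruption of MBNL1-His/biotin-(CUG)12 complex after 60 min at room temperature, with compounds at 92 nM to 58 uM final.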
Rab9 promoter act: activators of Rab9 promoter. actives 2.8% (n = 320,000). Huh7 Rab9 promoter-luciferase reporter, luminescence, 24 h. Potency, µM (series often up to 9.22 µM), for inactives: at the highest dose activation, negative = inhibition, actives largely listed as activators. AID 485297; also: % of control where 0% means no effect; nearly all actives have a fitted effect of over 60% in size
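Huh7 cells stably carrying a Rab9 promoter-luciferase reporter, 1500 cells per well in OP-MEM I with 10% FBS, treated with compound 24 hours at 37C. Luciferase activity read by luminescence after 10 minutes with Amplite reagent.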
Gal4-VP16 FLuc: Gal4-VP16 reporter inhibition counter-screen; actives 3.5% (n = 310,000); Drosophila S2 Gal4-VP16 UAS-luciferase, luminescence, 20 h; Potency, µM (titrated, usually from 53.6 µM), inactives show top-dose activity, negative = inhibition, hits mostly inhibitors;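 also: Gal4-VP16 expression switched on by copper sulfate through the metallothionein promoter; % is scaled to controls: 0 for no effect and ±100 for the full control effect; nearly all actives have a fitted effect of over 50% in size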
uPA generation: cell surface uPA generation inhibition; cell surface uPA generation assay, qHTS; actives 0.31% (n = 330,000); Potency, µM (titrated, usually from 38.3 µM), without a hit: at the top dose activity change, negative = inhibition, usual class: inhibitors; active = well fitted inhibition curve with a large enough effect; inconclusive = small, poorly fitted or top-dose-only effect; inactive = no such curve, though single readings can be large or run the other way; tested in mouse RAW 264.7 cells; also: % is scaled to controls: 0 for no effect and ±100 for the full control effect; nearly all actives have a fitted effect of over 55% in size
FLuc modulator: counter-screen for miR-21 project: firefly luciferase inhibitors or activators | P08659 | purified FLuc, Km substrates, luminescence inhibition | Potency, µM (series often up to 57.5 µM), for the others: at the highest dose activity change, negative = inhibition, most hits filed as inhibitors | actives 6.9% (n = 360,000) | AID 588342;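 also: plate controls were vehicle for no effect and reference inhibitor for full effect; nearly all actives have a fitted effect of over 55% in size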
Target sequence (P08659 whole entry, looked up): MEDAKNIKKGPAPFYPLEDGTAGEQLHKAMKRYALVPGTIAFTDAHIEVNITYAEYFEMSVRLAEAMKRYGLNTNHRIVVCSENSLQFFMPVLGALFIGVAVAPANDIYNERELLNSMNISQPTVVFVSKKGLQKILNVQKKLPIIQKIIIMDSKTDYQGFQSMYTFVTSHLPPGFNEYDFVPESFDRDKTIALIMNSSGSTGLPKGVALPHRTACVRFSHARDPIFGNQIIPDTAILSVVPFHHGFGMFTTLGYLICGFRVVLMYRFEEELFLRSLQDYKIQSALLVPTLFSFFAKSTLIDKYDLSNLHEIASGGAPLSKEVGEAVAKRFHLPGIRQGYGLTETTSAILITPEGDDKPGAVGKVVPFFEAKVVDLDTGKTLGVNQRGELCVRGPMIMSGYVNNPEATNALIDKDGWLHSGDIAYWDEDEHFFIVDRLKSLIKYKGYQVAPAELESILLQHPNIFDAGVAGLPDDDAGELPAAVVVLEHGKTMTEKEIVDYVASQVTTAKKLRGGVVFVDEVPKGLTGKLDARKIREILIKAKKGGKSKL
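Purified P. pyralis luciferase, 10 nM final, with Km-level 10 uM D-luciferin and 10 uM ATP in 50 mM Tris acetate pH 7.5, 10 mM Mg acetate, 0.01% Tween-20, 0.05% BSA; 6-point qHTS titration about 60 µM downward; luminescence read.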
ELG1 genotoxic: inducers of genotoxicity in HEK293T ELG1-luciferase cells | HEK293T ELG1-luciferase reporter, luminescence, 16 h | Potency, µM (highest dose often 46 µM), inactives show top-dose activity change, positive = activation, actives largely listed as activators | actives 1.3% (n = 330,000) | AID 504466; also: % of control where 0% means no effect; nearly all actives have a fitted effect of over 60% in size
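After overnight (16 hr) compound treatment at 37 °C, ELG1-luciferase HEK293T cells were lysed with ONE-Glo; luminescence quantified 30 min later at room temperature.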
RORg inh: ROR gamma (mouse) transcription inhibition | Potency, µM (series often up to 53.6 µM), for inactives: at the highest dose activity change, negative = inhibition, most hits filed as inhibitors | actives 5.4% (n = 310,000) | AID 2551 | Drosophila S2 Gal4-RORgamma UAS-luciferase reporter, 20 h | P51450; also: % is scaled to controls: 0 for no effect and ±100 for the full control effect; nearly all actives have a fitted effect of over 60% in size
Target sequence (P51450 whole entry, looked up, the tested form may be a part): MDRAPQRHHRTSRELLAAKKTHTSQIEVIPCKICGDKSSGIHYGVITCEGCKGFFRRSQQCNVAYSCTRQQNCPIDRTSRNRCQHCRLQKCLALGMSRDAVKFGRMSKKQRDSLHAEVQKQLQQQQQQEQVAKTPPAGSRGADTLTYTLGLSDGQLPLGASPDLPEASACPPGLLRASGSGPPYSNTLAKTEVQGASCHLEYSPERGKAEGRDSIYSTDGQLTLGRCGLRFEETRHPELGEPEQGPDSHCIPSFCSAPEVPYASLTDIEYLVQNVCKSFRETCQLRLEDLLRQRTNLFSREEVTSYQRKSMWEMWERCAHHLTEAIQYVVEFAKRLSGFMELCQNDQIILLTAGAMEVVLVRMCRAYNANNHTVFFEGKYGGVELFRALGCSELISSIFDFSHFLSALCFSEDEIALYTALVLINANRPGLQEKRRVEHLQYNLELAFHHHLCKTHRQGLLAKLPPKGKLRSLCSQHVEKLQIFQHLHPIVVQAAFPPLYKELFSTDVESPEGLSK
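Stably transfected Drosophila Schneider cells are the test system, with ROR gamma fused to Gal4 and luciferase under UAS control; luminescence is read after 20 hr of 700 uM copper sulfate induction at ambient temperature.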
BRCA1 expr act: increases BRCA1 expression; actives 1.1% (n = 380,000); MCF7-BRCA1-FFLuc reporter, luminescence, 48 h; response scale: scaled: vehicle 0%, 10 µM genistein 100%; Potency, µM (titrated, usually from 46.1 µM), for inactives: at the top dose activation, hits mostly activators; also: nearly all actives have a fitted effect of over 80% in size; some results filed as inactive show a strong effect at the top dose
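48 h compound treatment of MCF7-BRCA1-FFLuc cells (phenol-red free MEM, 37 °C), then 15 min with luciferase substrate and luminescence imaging.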
p53 reactivator: restores transcriptional activity of mutant p53; AID 504706; actives 0.063% (n = 320,000); Potency, µM (highest dose often 92.2 µM), for the others: top-dose activity change, positive = activation, most hits filed as activators; H1299 p53-A138V BP100-luciferase reporter, luminescence, 24 h; also: % of control where 0% means no effect; nearly all actives have a fitted effect of over 45% in size
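p53-null H1299 cells stably carrying temperature-sensitive p53-A138V and a BP100-luciferase reporter were pinned with compounds (4-point, 1:5 series) and held 24 hrs at 37 deg C. Luminescence was read 10 min after detection reagent.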
* = called active by the depositor; ? = inconclusive; · = no result given; & = joins results of further samples; [ ] = dose if it differs, or a comment. Unless noted, calls follow the shape of the dose curve; as a rule, active = well fitted curve in the direction sought with a large enough effect; inconclusive = small, poorly fitted or top-dose-only effect, or another doubt; inactive = no such curve, though single readings can be large; an effect the other way counts as inactive or inconclusive. Potency is read from the fitted curve at half-maximal effect. The order is random; overall some 13% were active at least once.

Order of values: NPC1 promoter act | MBNL1-CUG inh | Rab9 promoter act | Gal4-VP16 FLuc | uPA generation | FLuc modulator | ELG1 genotoxic | RORg inh | BRCA1 expr act | p53 reactivator
CN1CCN(Cc2nc3ccccc3c(=O)n2Cc2nc(-c3ccc([N+](=O)[O-])cc3)cs2)CC1
  -1% | ? | 1% | 18µM* | -19% | 3% | -9% | 7.9µM* | -69% | ?
Cc1ccc(C2CN=NC23CCc2ccccc2C3=O)cc1 (stereo not drawn)
  8% | -12% | 1% | -3% | -5% | 12µM* | ? | 34% | 43% | 22%
C=CC[C@@H](CC(=O)N[C@H](CO)Cc1ccccc1)C(=O)N[C@@H](COC(=O)[C@@H](CC=C)Cc1ccc(F)cc1)Cc1c[nH]c2ccccc12
  · | · | · | · | -11% | · | 0% | · | -48% | 1%
CCN1CCN(P2(=O)C=C(c3ccccc3)OC(c3ccccc3)=C2)CC1
  8% | -1% | 0% | -2% | 2% | 3% | 3% | -15% | 9% | -10%
CN1N=C2c3ccccc3CCC2C1c1ccc(F)cc1 (stereo not drawn)
  ? | -6% | 2.5µM* | -7% | 0% | ? | 17% | 0% | -11% | 20%
CSc1ncc(Cl)c(C(=O)Nc2cccnc2)n1
  2% | 0% | -1% | 1% | -1% | 1% | 1% | -7% | -36% | -5%
COc1ccc(C(Nc2ccc(S(=O)(=O)NCC3CCCO3)cc2)C(=O)NC(C)(C)C)cc1OC (stereo not drawn)
  -7% | -11% | -3% | 5% | -4% | -1% | 0% | -3% | 0% | 5%
Cc1ccc(C)c(NC(=S)NNC(=O)c2csc(C)c2)c1
  -1% | -17% | 2% | ? | 1% | -6% | 2% | 3.5µM* | -2% | 11%
COc1cccc(N(CC(=O)NC2CCCC2)C(=O)CCC(=O)Nc2cc(C)on2)c1
  -19% | -5% | -3% | 7% | -1% | -1% | 0% | -14% | -3% | 0%
c1ccc2c(c1)[nH]c1c(N3CCOCC3)ncnc12
  1% | -3% | 1% | ? | -7% | 0% | -5% | 38% | -70% | -9%
CC(C)(C)c1ccc(S(=O)(=O)NCCc2ccncc2)cc1
  -3% | 3% | 3% | -13% | 3% | -2% | -2% | 61% | -33% | 18%
COC(=O)c1cc(=O)n(Cc2ccc(F)cc2)c(=Nc2ccccc2)s1
  -2% | 7% | -3% | -18% | 7.1µM* | 0% | -4% | ? | -54% | 13%
OC(COc1ccc2c(c1)OCO2)CN1CCc2ccccc2C1 (stereo not drawn)
  -3% | 1% | -5% | -13% | 5% | -5% | -3% | 15% | 6% | 12%
Cc1ccc(C(=O)NCCNc2ncc(C(F)(F)F)cc2Cl)cc1[N+](=O)[O-]
  -5% | 21% | -4% | -12% | -1% | -1% | -14% | ? | -55% | -5%
CCNc1nc(CC)nc2c1oc1ccccc12
  10% | -5% | -3% | 2% | · | ? | -2% | -29% | 6% | 21%
CN(C)Cc1c(C#N)c2ccccc2n1C
  1% | 1% | 3% | -3% | · | 1% | 2% | -22% | 5% | 0%
CC(C)CCNC(=O)c1cc(-c2ccco2)nc2ccccc12
  -2% | 18% | 1% | 0% | -4% | -17% | -9% | -1% | 9% | -7%
FC(F)(F)c1ccc(Cl)c(-n2c(-c3cc(C4CC4)[nH]n3)n[nH]c2=S)c1
  -2% | -23% | 0% | -3% | -4% | -9% | -1% | ? | -23% | -1%
CN1C(=O)C(CC(=O)NC2CCCCC2)SC1=Nc1ccccc1 (stereo not drawn)
  4% | -19% | 1% | -15% | 16% | -2% | 0% | 28% | -6% | -10%
CCOC(=O)C1CCN(C(=O)C(CC)c2ccccc2)CC1 (stereo not drawn)
  -3% | -1% | 11% | 2%[10 µM] | 5% | 1% | -6% | 4% | -12% | -4%
COc1ccc(OC)c(C(=O)NC(CC(N)=O)c2ccc(NC(C)C)c([N+](=O)[O-])c2)c1 (stereo not drawn)
  -3% | ? | 0% | -1% | 1% | -2% | 10% | 19% | -8% | ·
O=C(O)CCNC(=O)/C(=C/c1ccco1)NC(=O)c1ccco1
  0% | 2% | -4% | -13% | -5% | -7% | -2% | -1% | -2% | 6%
Cc1ccc(C(=O)Nc2ccncc2)c(Cl)c1
  -3% | -8% | 3% | 12% | -2% | ? | -11% | -6% | 45% | ·
CCOc1cc(CNc2ccc(N3CCCC3)cc2)cc(Cl)c1OC
  13% | ? | 20% | 15% | -7% | 27µM* | 10% | -11% | -92% | -13%
CCCOC(=O)c1ccc(Cl)c(NC(=O)c2cccnc2)c1
  -4% | -2% | -5% | -1% | · | 1% | -3% | 1% | · | -3%
CC(=O)Nc1ccc(S(=O)(=O)N(C)CC(=O)OC(C)C(=O)N(C)C2CCCCC2)cc1 (stereo not drawn)
  -5% | 0% | -4% | 20% | 6% | -1% | -1% | 0% | 0% | 21%
CCc1cc2c(=O)n(CC(=O)NCCc3ccc(OC)c(OC)c3)cnc2s1
  -1% | -9% | -4% | -12% | -1% | -2% | -2% | -1% | 16% | 11%
COc1ccccc1Oc1coc2cc(OCC(N)=O)ccc2c1=O
  1% | -5% | 1% | -4% | 1% | 0% | 0% | 4% | -9% | -2%
Cc1ccc(NC(=O)CSc2nnc(CNC(=O)c3ccco3)o2)cc1
  -2% | -13% | -1% | -2% | -18% | 2% | -10% | 24% | 0% | -2%
O=C(NCc1ccncc1)c1cccc(S(=O)(=O)Nc2ccc(F)cc2)c1
  0% | · | -4% | · | -1% | 0% | -6% | · | -33% | -1%
CC1CCN(CC(O)COc2ccc(F)cc2)CC1 (stereo not drawn)
  3% | 5% | -2% | 4% | 5% | -1% | 0% | 13% | -3% | 2%
CN(C)C(C)(C)C#CCC(c1ccccc1)c1ccccc1
  -5% | -7% | -14% | -14% | 3% | -1% | -3% | -10% | -32% | 0%
CSc1nnc(CNS(=O)(=O)c2ccc(Cl)cc2)n1C
  0% | -4% | 9% | -7% | 4% | 3% | -2% | 12% | -33% | -3%
CCOc1cc(/C=C/c2nc3ccccc3c(=O)[nH]2)ccc1O
  ? | 13% | ? | 30% | ? | ? | ? | 15% | 68% | -3%
COC(=O)Cc1c(C)c2ccc(OCC(C)=O)c(C)c2oc1=O
  ? | 15% | ? | -18% | -10% | ? | 9.2µM* | -1% | 72% | ?
CN(CCOc1ccc(-c2ccn(S(=O)(=O)c3ccc(Cl)cc3)n2)cc1)c1ccccn1
  -16% | 0% | -26% | 3% | -4% | 0% | -10% | 34% | -68% | 7%
Cc1ccc(OCC(=O)Nc2ccc(S(=O)(=O)N3CCOCC3)cc2)c([N+](=O)[O-])n1
  -6% | ? | 8% | -12% | -3% | -2% | 0% | 9% | 6% | -3%
CCC1CCc2c(sc(NC(=O)C3c4ccccc4Oc4ccccc43)c2C(N)=O)C1 (stereo not drawn)
  -2% | ? | 11% | -9% | 0% | 3% | 9% | 9% | -11% | -3%
Cc1ccc(S(=O)(=O)N2CCN(Cc3csc(C)n3)CC2)cc1
  2% | 1% | 8% | 1% | 14% | -1% | 2% | -13% | -8% | -5%
Cc1c(C(=O)N2CCCc3ccccc32)oc2ccc(S(=O)(=O)N3CCOCC3)cc12
  -4% | -3% | -1% | -6% | · | -9% | -1% | 22% | -54% | 20%
CC(Sc1nnc(Cc2cccs2)n1C1CC1)C(=O)NC1CCS(=O)(=O)C1 (stereo not drawn)
  -1% | · | -13% | · | 2% | 5% | -2% | · | -1% | -1%
O=C(CSc1nc(-c2ccccc2Cl)ns1)NCc1ccco1
  2% | -1% | 0% | -7% | 0% | ? | 0% | 5% | 14% | -4%
CCCCN(C(=O)CSCC(=O)Nc1ccc(C)cc1)c1c(N)n(CCCC)c(=O)[nH]c1=O
  -3% | · | 2% | · | 4% | 4% | 0% | · | 0% | -6%
COc1ccccc1C(=O)NC(=O)CSc1nncn1C
  -2% | · | -1% | · | 4% | -2% | 1% | · | -15% | -8%
COc1ccc(C(CNC(=O)c2nn(-c3ccccc3)c(=O)c3ccccc23)N2CCOCC2)cc1 (stereo not drawn)
  1% | · | 0% | · | -4% | 3% | -3% | · | 0% | -5%
Nc1nc(-c2ccccc2)cc(-c2ccccc2)n1
  0% | -1% | 8% | 28% | -15% | ? | ? | -8% | -39% | ·
O=C(c1cnn(C(=O)COc2ccccc2F)c1)c1cc(F)ccc1O
  9% | -11% | -4% | ? | 5% | -5% | -10% | -17% | -3% | ·
CC(C)(C)OC(=O)NCc1ccc(CNC(=O)c2[nH]cnc2C(=O)NCC(=O)OCc2ccccc2)cc1
  3% | -2% | -1% | 22µM* | -26% | 7% | -1% | -42% | 0% | ·
CC(C)Oc1ccc(NC(N)=O)cc1
  -3% | -7% | -6% | -2% | 1% | 0% | 0% | 13% | 36% | 6%
Cc1ccccc1S(=O)(=O)Cc1ccc(C(=O)NC2CCC(C)CC2)o1 (stereo not drawn)
  -2% | -2% | -2% | 0% | -10% | 3%&-1% | -2%[9.26 µM] | 1% | -18% | -6%
CCOc1ccc(NC(=O)CSc2nccn2Cc2ccco2)cc1
  ? | -3% | ? | ? | 12% | ? | ? | 19% | ? | ?
Cc1cc(C)n(CC(O)COc2ccc(F)cc2)n1 (stereo not drawn)
  -5% | -1% | -1%[1.84 µM] | -3% | 9% | 4% | 0% | 8% | -8% | 4%
